Screening results deposited in PubChem BioAssay by Broad Institute.
miR-122 sensor – inhibitors of miR-122 in Huh7 cells | Huh7 miR-122 Renilla luciferase sensor, 48 h; neutral wells = 0, positive control = 100 | activation (reporter increase), % at 12.5 µM | 340,000 compounds, 0.3% hits;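 active means mean replicate activation score at least 90 and every replicate individually at or above 90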;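 further: higher luciferase means less miR-122 activity so hits act as miR-122 inhibitors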
SIRT5 block – inhibitors of human sirtuin-5 desuccinylase; Purified SirT5, succinyl-peptide AMC, trypsin-coupled fluorescence; inhibition, % at 15 µM; 330,000 compounds, 1.1% hits; in the data active means inhibition above about 15%
Target sequence (Q9NXA8 whole entry, looked up): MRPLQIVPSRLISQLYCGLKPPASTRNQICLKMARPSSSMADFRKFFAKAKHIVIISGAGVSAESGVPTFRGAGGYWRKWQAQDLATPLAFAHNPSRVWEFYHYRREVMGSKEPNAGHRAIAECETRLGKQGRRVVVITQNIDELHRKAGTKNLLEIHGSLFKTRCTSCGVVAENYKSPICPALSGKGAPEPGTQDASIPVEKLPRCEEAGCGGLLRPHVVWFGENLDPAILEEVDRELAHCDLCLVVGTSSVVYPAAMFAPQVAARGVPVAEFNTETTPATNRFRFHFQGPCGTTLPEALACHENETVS
esBAF inh – SWI/SNF esBAF complex inhibition | mouse ES cells, Bmi1-luciferase knock-in reporter, 24 h; 100% = twice the neutral-well signal | reporter increase, % at 12.5 µM | 350,000 compounds, 2% hits | AID 602393; in the data active means activation above about 40%;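 further: 0% = median of the plate's neutral control wells and 100% = double that signal; a rise in the Bmi1 reporter signal indicates esBAF inhibition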
ARNT-TACC3 inh – disrupts binding between human ARNT and TACC3; Q9Y6A5; AlphaScreen His-ARNT PAS-B/GST-TACC3 binding, luminescence; TACC3 fragment carries E629A point mutation; inhibition, % at 9.99 µM; 390,000 compounds, 0.66% hits;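 active means mean inhibition of replicates at least 50% and at least half of replicates each reaching 50%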;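 further: 0% = complete ARNT plus TACC3 wells and 100% = ARNT alone without TACC3; many hits fall short of the cut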
C2C12 statin – suppressors of simvastatin-induced myotoxicity in C2C12 myotubes; 330,000 compounds, 0.78% hits; ATP luminescence, 48 h; scaled: DMSO 0, geranylgeraniol control 100; rescue of ATP level, % at 7.49 µM;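 active means mean ATP rescue above about 67%, or every replicate alone reaching that limit, limit read from the data, passing the limit was not always enough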;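 further: myotubes were challenged with 10 µM simvastatin during compound exposure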
ERp5 block – ERp5 (human) disulfide isomerase inhibition; inhibition, % at 9.99 µM; AID 651711; ERp5 insulin aggregation, absorbance 650 nm, 90 min; Q15084; 350,000 compounds, 0.05% hits;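 active means mean replicate inhibition above about 25%, with every replicate also reaching it, limit read from the data, passing the limit was not always enough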
Target sequence (Q15084 whole entry, looked up): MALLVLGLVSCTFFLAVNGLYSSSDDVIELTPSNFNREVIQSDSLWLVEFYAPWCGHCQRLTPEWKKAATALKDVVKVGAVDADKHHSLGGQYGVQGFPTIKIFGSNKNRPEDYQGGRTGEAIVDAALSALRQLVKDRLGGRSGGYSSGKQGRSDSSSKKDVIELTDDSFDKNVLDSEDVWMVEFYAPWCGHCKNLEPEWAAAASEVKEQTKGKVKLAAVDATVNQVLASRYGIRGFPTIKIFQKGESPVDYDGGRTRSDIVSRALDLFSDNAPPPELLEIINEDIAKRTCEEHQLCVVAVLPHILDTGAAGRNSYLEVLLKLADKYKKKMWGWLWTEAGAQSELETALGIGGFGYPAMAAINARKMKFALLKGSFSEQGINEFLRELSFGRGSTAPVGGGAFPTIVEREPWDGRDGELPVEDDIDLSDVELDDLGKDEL
Cneo AK release – causes C. neoformans cell lysis. adenylate kinase release luminescence, 4 h; normalised: neutral wells 0, clomiphene wells 100. lysis activity, % at 15 µM. 360,000 compounds, 0.2% hits;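 active means mean lysis activity across replicates of at least 80%, whatever share of replicates individually reach that level; inactive means mean lysis activity below 80%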
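Material – Cryptococcus neoformans yeast cells · Quantity – 5 × 10^6 yeast cells/mL · Buffer or medium – YPD medium · Compound – single dose · Timing – 4 h static compound exposure, 37 °C, read 1 h post-reagent · Signal – adenylate kinase release luminescence · Read-out basis – lysis from increased AK signal · Benchmarks – Clomiphene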
The depositor's hits bear a star; . = no result given; & = joins results of further samples; [ ] = dose if it differs, or a comment.

SMILES	miR-122 sensor	SIRT5 block	esBAF inh	ARNT-TACC3 inh	C2C12 statin	ERp5 block	Cneo AK release
O=C(NCCc1ccccc1)/C(=C\c1ccc([N+](=O)[O-])cc1)NC(=O)c1ccc(Br)cc1	51	0	.	.	.	0	5
Cc1cc(F)ccc1-c1cc(C(=O)Nc2ccccc2)[nH]n1	5	-3	-60	.	-2	-15	-5
COc1ccc2c(c1)sc(=N)n2CC(=O)Nc1cc(C)cc(C)c1	.	0	.	-19	.	2	.
COc1ccc(C(CNC(=O)COc2ccc(Cl)c(C)c2)N2CCCCC2)cc1 (stereo unspecified)	.	-8	-2	-2	0	.	9
COc1ccc(CNC(=O)C(=O)NCC2CCCO2)cc1 (stereo unspecified)	-2	.	-12	.	-14	.	-4
COc1ccc(S(=O)(=O)Nc2cccc(-c3ccc4nncn4n3)c2)cc1F	.	-2	.	-2	.	-2	.
C[C@H](CO)N1C[C@H](C)[C@H](CN(C)C)Oc2ccc(NS(=O)(=O)c3cccs3)cc2C1=O	7[16.7 µM]	3	2	-9	24	-4	4
C[C@@H]1CCCCO[C@H](CN(C)CC2CCCCC2)[C@@H](C)CN([C@@H](C)CO)C(=O)c2cc(NS(=O)(=O)c3cn(C)cn3)ccc2O1	18[16.7 µM]	-2	0	-6	-16	-3	-1
Cc1sc2ncnc(N3CCC(C(=O)N(CC(C)C)c4nc5ccccc5s4)CC3)c2c1C	.	-2	0	1	19	1	5
COC(=O)c1c(NC(=O)COC(=O)c2ccc(Cl)nc2)sc(C)c1C	-2	-4	1	-3	4	-1	-2
N/C(=N\NC(=O)c1ccc(Cl)cc1)c1cnccn1	.	-2	.	26	.	-5	.
CN1C(=O)c2cc(NC(=O)c3ccc(F)c(F)c3)ccc2OC[C@@H]2O[C@@H](CC(=O)N3CCCCC3)CC[C@@H]21	6[16.7 µM]	6	12	-5	13	3	-2

The final 2 compounds of the part above open the next one:
SMILES	miR-122 sensor	SIRT5 block	esBAF inh	ARNT-TACC3 inh	C2C12 statin	ERp5 block	Cneo AK release
N/C(=N\NC(=O)c1ccc(Cl)cc1)c1cnccn1	.	-2	.	26	.	-5	.
CN1C(=O)c2cc(NC(=O)c3ccc(F)c(F)c3)ccc2OC[C@@H]2O[C@@H](CC(=O)N3CCCCC3)CC[C@@H]21	6[16.7 µM]	6	12	-5	13	3	-2
O=C(Nc1nccs1)c1cc(N2CCOCC2)nc2ccccc12	4	.	.	-11	.	.	-2
C[C@@H]1CN([C@H](C)CO)C(=O)c2cccc(NS(=O)(=O)c3ccc(F)cc3)c2O[C@H]1CN(C)C	3[16.7 µM]	-5	0	-5	0	0	-1
C[C@H](CO)N1C[C@H](C)[C@H](CN(C)C(=O)Nc2ccc(F)cc2)Oc2c(NC(=O)Nc3ccccc3)cccc2C1=O	6[16.7 µM]	3	4	2	-24	9	-1
N#C[C@H]1[C@@H](c2ccc(-c3ccccc3)cc2)[C@@H](CO)N1S(=O)(=O)Cc1ccccc1	.	3	-5	13	34	5	2
C[C@H](CO)N1C[C@H](C)[C@H](CN(C)Cc2ccc3c(c2)OCO3)Oc2ccc(N(C)C)cc2CC1=O	11[16.7 µM]	5	1	4	-28	-5	55
C[C@H]1CN([C@@H](C)CO)S(=O)(=O)c2ccc(-c3cccc(C#N)c3)cc2O[C@H]1CN(C)C(=O)Nc1cc(F)ccc1F	-16[16.7 µM]	9	1	4	-3	-2	-2
Cc1ccc(C(=O)N2CCCC(CCC(=O)NCc3ccc(F)c(F)c3)C2)cn1 (stereo unspecified)	-8	2	12	.	-1	6	3
Cc1csc(=Nc2ccccc2)n1CCCN1CCCC1=O	8	12	1	1	-4	6	0
C[C@H]1CN([C@@H](C)CO)C(=O)Cc2cc(NC(=O)Nc3cccc4ccccc34)ccc2O[C@H]1CN(C)CC1CC1	-5[16.7 µM]	10	2	1	-12	-4	-9
Cn1ncc2c(=O)[nH]c(N)nc21	-15	0	2	-11	16	5	.
O=C(C1CCC1)N1CCN(Cc2ccccc2)CC1	-15	.	5	1	-1	.	2
Cc1cc(Cl)c2oc(C(=O)N3CCN(c4ccncc4)CC3)c(C)c2c1	-7	-4	-1	-40	-70	-2	60

Part of the list above, reduced to C2C12 statin.
smiles,C2C12 statin
C[C@H](CO)N1C[C@H](C)[C@H](CN(C)Cc2ccc3c(c2)OCO3)Oc2ccc(N(C)C)cc2CC1=O,-28
Cn1ncc2c(=O)[nH]c(N)nc21,16
C[C@H]1CN([C@@H](C)CO)S(=O)(=O)c2ccc(-c3cccc(C#N)c3)cc2O[C@H]1CN(C)C(=O)Nc1cc(F)ccc1F,-3
Cc1csc(=Nc2ccccc2)n1CCCN1CCCC1=O,-4
Cc1cc(Cl)c2oc(C(=O)N3CCN(c4ccncc4)CC3)c(C)c2c1,-70
C[C@H](CO)N1C[C@H](C)[C@H](CN(C)C(=O)Nc2ccc(F)cc2)Oc2c(NC(=O)Nc3ccccc3)cccc2C1=O,-24

The list continues.
SMILES	miR-122 sensor	SIRT5 block	esBAF inh	ARNT-TACC3 inh	C2C12 statin	ERp5 block	Cneo AK release
C[C@H]1CN([C@@H](C)CO)C(=O)c2cccc(NC(=O)Nc3ccccc3)c2O[C@@H]1CN(C)C	4[16.7 µM]	-3	4	7	-23	4	-4
O=C(NC1CCCCC1)C1CCCN1S(=O)(=O)c1ccc(F)cc1 (stereo unspecified)	0	0	1	5	-8	0	-1
CCOc1ccc(NC(=O)C2CCN(S(=O)(=O)CC)CC2)cc1	.	.	3	-4	7	0	3
OCCCNC(=S)Nc1ccc2nc(-c3ccccn3)c(-c3ccccn3)nc2c1	-6	.	1	60*	-16	.	-1
Cc1c(NC(=O)c2c(N)sc3c2CCCC3)c(=O)n(-c2ccccc2)n1C	.	-4	.	1	.	5	.
O=C(NC1CCN(Cc2ccccc2)CC1)c1[nH]c(C(F)(F)F)nc1-c1ccccc1	-4&1	0&-6	2&-2	.	2&-9	8&-1	0&-2
N#Cc1c(/N=C/c2ccc(-c3ccccc3C(=O)O)o2)sc2c1CCCC2	-4	8	57*	7	0	-1	0
COc1ccccc1NC(=O)N1CCCCN2[C@H](CO)[C@H](c3ccc(C#CC4CCCC4)cc3)[C@H]2C1	-30[16.7 µM]	-1	-4	27	-43	9	34
CCS(=O)(=O)c1ccc2oc(Nc3ccc(OC)c(OC)c3)nc2c1	-4	3	2	8	-1	-1	-2
CCOC(=O)c1ccc(Oc2cn[nH]c2-c2ccc(O)cc2O)cc1	4	3	-2	14	-21	1	3
O=C(c1cc(S(=O)(=O)N2CCOCC2)ccc1F)N1CCN(Cc2ccccc2)CC1	.	.	3	0	2	.	1
Cc1n[nH]c(C)c1NC(=O)CSc1nnnn1-c1cccc(F)c1	.	-1	-2	-7	1	0	1
CCC(=O)Nc1ccc2c(c1)OC[C@H](C)NC[C@@H](C)[C@H](OC)CN(C)C2=O	1[16.7 µM]	-3	5	-5	21	3	-2
CO[C@@H](CN(C)Cc1cc(F)ccc1F)[C@H](C)CN([C@@H](C)CO)S(=O)(=O)c1ccc(C)cc1	.	-2	-6	2	0	-5	11
Cn1nc(C(=O)Nc2ccc(Cl)cc2)cc1C(=O)Nc1ccc(Cl)cc1	5	-3	-9	1	6	1	-1
O=C(Nc1ccccc1N1CCCCC1)c1ccc(Cl)cc1	.	-2	22	-12	-8	-1	1
CN1CCC(N2CCN(C3CN(C4CCCCC4)S(=O)(=O)C3)CC2)CC1 (stereo unspecified)	-4	-1	0	.	-12	2	1
CCCCOC(=O)CSc1nc2ccccc2o1	-8	-4	.	.	.	2	1
O=C(/C=C/c1ccc(S(=O)(=O)N2CCOCC2)cc1)NCc1ccccc1	.	-2	.	2	.	4	.
CCOc1cc(Br)c(CC(=O)O)cc1OCC	-9	0	-2	-8	-1	-2	0
CCOC(=O)c1ccc(NC(=S)NCCc2ccc(F)cc2)cc1	3	15	.	4	.	1	.
COc1ccc(S(=O)(=O)N2CC[C@@H]3[C@@H](CO)Nc4ccc(-c5ccccc5F)cc4[C@@H]32)cc1	35[16.7 µM]	.	3	-10	7	.	6
O=C(Nc1ccc(Br)cc1)N1CCc2ccccc2C1	61	-3	.	3	.	6	-1
Cc1onc(-c2ccccc2Cl)c1C(=O)Nc1cccnc1	-14	.	-1	6	6	.	5
CCOC(=O)N/N=C1\CC(C)CC(C)(C)C1 (stereo unspecified)	-2	0	.	25	.	6	2
COc1ccccc1-c1nnc(SCC(=O)NCc2ccco2)n1N	.	-2	.	-4	.	7	.
C[C@@H]1CN([C@H](C)CO)C(=O)c2cc(-c3cccc(F)c3)cnc2O[C@H]1CN(C)C(=O)C1CCOCC1	4[16.7 µM]	-1	3	-10	-8	-1	-1
CCN(CC)C(=O)CSc1nnc(-c2ccccn2)n1-c1ccccc1OC	3	-1	-1	12	10	-6	0
C[C@H](CO)N1C[C@H](C)[C@@H](CN(C)Cc2cccc(F)c2)Oc2ncc(-c3ccccc3F)cc2C1=O	26[16.7 µM]	3	-11	-2	9	-1	56
C[C@@H]1CN([C@H](C)CO)S(=O)(=O)c2ccc(-c3ccncc3)cc2O[C@H]1CN(C)Cc1ccccc1	17[16.7 µM]	8	-1	8	.	-7	9
O=C(c1ccc(Cl)cc1)C1C2C(=O)N(c3ccccc3)C(=O)C2C2CCCN21 (stereo unspecified)	4	.	1	-4	.	.	0
CC(=O)Nc1ccc(S(=O)(=O)NCC2CCC(C(=O)NCc3ccccc3)CC2)cc1 (stereo unspecified)	.	1	.	-2	.	-3	.
O=C(NCCCCc1ccccc1)C1CC(c2ccccc2[N+](=O)[O-])=NO1 (stereo unspecified)	5	.	4	0	7	12	0
O=C(c1cc(Br)c(Br)s1)N1CCN(C/C=C/c2ccccc2)CC1	-5	.	1	8	24	.	-4
CCNC(=O)[C@H]1N[C@H]2c3ccc(-c4cccc(C(=O)N(C)C)c4)c(=O)n3C[C@H]2[C@@H]1CO	-1[16.7 µM]	-10	-6	5	-6	-3	2
Cc1ccc2oc(=O)n(CC(=O)O)c2c1	.	.	-1	.	-8	-6	-1
CCCc1cnc(Nc2nc(C(N)Cc3ccc(C(F)(F)F)cc3)cs2)nc1 (stereo unspecified)	-30	.	-83	.	-43	-1	11
CCOc1ccc(-c2nnc(NC(=O)Cc3cc(OC)c(OC)c(OC)c3)o2)cc1	.	-2	7	2	3	-2	0
COC(=O)c1cc(CSc2nc3ccccc3c(=O)n2C)oc1C	-1	-6	-6	-24	-18	4	-1
COc1ccccc1-c1cnc2c(c1)C(=O)N([C@H](C)CO)C[C@@H](C)[C@@H](CN(C)C(=O)c1ccncc1)O2	-8[16.7 µM]	2	4	-4	4	3	0
O=C(CCCn1c(=O)c2ccccc2n(Cc2ccccc2)c1=O)NCc1ccco1	5	.	9	-9	.	.	1
COc1ccccc1OCCCn1c(C)c(C#N)c2ccccc21	-10	.	.	-6	.	.	2
COc1ccc(CN(C)C[C@H]2Oc3c(NS(C)(=O)=O)cccc3C(=O)N([C@@H](C)CO)C[C@H]2C)cc1	1[16.7 µM]	2	3	15	-19	1	9
C[C@H]1CN([C@@H](C)CO)C(=O)c2cc(NS(=O)(=O)c3ccccc3)ccc2O[C@H]1CN(C)C(=O)Nc1ccccc1	-2[16.7 µM]	-4	0	-8	12	5	-6
C[C@@H]1CN([C@H](C)CO)C(=O)c2cc(-c3ccccc3F)cnc2O[C@H]1CN(C)C(=O)C1CC1	-6[16.7 µM]	-3	.	6	-12	14	-3
O=C(CCNC(=O)c1ccc(Br)cc1)OCc1ccccc1Cl	-4	-3	-3	-23	-1	0	-2
O=C(NCc1ccc(Cl)cc1)C1CCN(S(=O)(=O)c2cccnc2)CC1	-10	-5	-1	-7	-3	2	4
CC(=O)Nc1ccc(NC(=O)C(C)OC(=O)CN2C(=O)C3CCCCC3C2=O)cc1 (stereo unspecified)	-3	-2	8	3	9	1	3
Cc1cccc2cc(-c3nc4c(C)cccn4c3NCc3ccco3)c(=O)[nH]c12	8	.	7	-8	17	.	0
COc1cc(C)c(Br)cc1S(=O)(=O)NCc1cccs1	18	2	.	-6	.	3	-1
N/C(Cc1ccc([N+](=O)[O-])cc1)=N\OC(=O)C1CCCCC1	9	-3	21	-7	7	1	1
